Bioassay records (PubChem BioAssay)
A549 viability = Nrf2 qHTS screen for inhibitors: counterscreen for cytotoxicity; A549 ARE-Fluc cells, CellTiter-Fluor viability, 18-24 h; Potency, µM (doses to about 46 µM), for the others: top-dose activity change, negative = cytotoxicity, most hits filed as inhibitors; AID 504648, 2011; 390,000 compounds, 0.16% hits; further: potency means the concentration at half of the fitted maximal effect; on the % scale 0 is the no-effect control and ±100 the full control effect
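Cytotoxicity counterscreen: CellTiter-Fluor fluorescence was measured in A549 ARE_Fluc cells after 18-24 h of compound exposure in a concentration series. The subsequent BugLite luminescent read reports ARE-luciferase activity.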
TGFb SMAD3 inh = qHTS for Inhibitors of TGF-b; HepG2 CAGA-GFP TGF-b/SMAD3 reporter, GFP fluorescence, 18 h; TGF-beta stimulated, 500 pg/mL final; Potency, µM (highest dose often 46.1 µM), inactives show at the top dose activity, negative = inhibition, usual class: inhibitors; 410,000 compounds, 1.2% hits; further: potency means the concentration at half of the fitted maximal effect; on the % scale 0 is the no-effect control and ±100 the full control effect; nearly all actives have a fitted effect of over 65% in size
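HEPG2 CAGA-GFP cells (1000/well, DMEM with 1% FBS) were pre-incubated 2 h at 37 degrees C, given compound by pin tool, then stimulated with TGF-beta at 500 pg/mL final for 18 h before per-cell GFP fluorescence imaging.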
Nrf2 activator = qHTS of Nrf2 Activators. AREc32 ARE-luciferase reporter (MCF7-derived line), luminescence, 24 h. Potency, µM (doses to about 46.1 µM), inactives show top-dose activation, actives largely listed as activators. 410,000 compounds, 0.31% hits; further: potency means the concentration at half of the fitted maximal effect; % of control where 0% means no effect; nearly all actives have a fitted effect of over 65% in size
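Each well held 1000 AREc32 cells, which were incubated with compound for 24 hr at 37 deg C after overnight attachment, and ARE reporter activity was quantified by firefly luciferase luminescence.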
Nrf2 block = Nrf2 qHTS screen for inhibitors | 360,000 compounds, 2.1% hits | A549 ARE-Fluc reporter, luciferase luminescence, 18-24 h | Potency, µM (series often up to 46 µM), without a hit: at the top dose activity change, negative = inhibition, usual class: inhibitors; further: potency means the concentration at half of the fitted maximal effect; on the % scale 0 is the no-effect control and ±100 the full control effect; nearly all actives have a fitted effect of over 60% in size
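A549 ARE_Fluc cells, 5000/well, 5% FBS OPTI-MEM; compounds in dose-response, 18-24 h at 37 °C/5% CO2; CellTiter-Fluor viability read (Ex 405/Em 525), then BugLite luciferase luminescence = Nrf2 activity.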
MCF10A rerep = A quantitative high throughput screen for small molecules that induce DNA re-replication in MCF 10a normal breast cells; MCF 10A DNA re-replication, Hoechst nuclear intensity, 48 h; Potency, µM (titrated, usually from 46.1 µM), for the others: top-dose activity, positive = re-replication, hits mostly activators; 350,000 compounds, 2.9% hits; further: potency means the concentration at half of the fitted maximal effect; % of control where 0% means no effect; nearly all actives have a fitted effect of over 50% in size
IL-1B inflam inh = qHTS for Inhibitors of Inflammasome Signaling: IL-1-beta AlphaLISA Primary Screen; THP-1 LPS/ATP IL-1B secretion, AlphaLISA, 16 h; stronger effect = lower value; activity change, % at 57.5 µM; 360,000 compounds, 4.7% hits; AID 743279, 2014; in the data active means activity change below about -50%; inconclusive means mostly about -30% to -49%; further: on the % scale 0 is the no-effect control and ±100 the full control effect
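Secreted IL-1B measured by AlphaLISA bead assay after 16 h compound exposure of THP-1 cells; compounds (final up to 57.5 uM) added 1 h before LPS (250 ng/mL) and ATP (1.25 mM) stimulation; lower signal means less secretion.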
HepG2 tox = qHTS for Inhibitors of TGF-b: Cytotox Counterscreen. HepG2 CAGA-GFP viability, ATP luminescence, 18 h. Potency, µM (highest dose often 46.1 µM), without a hit: at the highest dose activity change, negative = cytotoxicity, usual class: cytotoxic. 410,000 compounds, 0.76% hits. AID 588856, 2011; further: potency means the concentration at half of the fitted maximal effect; some results filed as inactive show a strong effect at the top dose
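HepG2 CAGA-GFP cells (1000/well, DMEM with 1% FBS) received compound, then TGF-beta at 500 pg/mL final, and were incubated 18 hours at 37 degrees C. Viability was read by CellTiter-Glo luminescence. Media-only wells were set as complete cell-killing and DMSO as no toxicity.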
S2 tox = Viability Counterscreen for Primary qHTS for Inhibitors of ATXN expression; Potency, µM (highest dose often 56.7 µM), usual class: cytotoxic; 400,000 compounds, 0.49% hits; S2 cells (HEK-293 line with an ATXN2-luciferase reporter) viability, CellTiter-Fluor protease fluorescence, 24 h; further: potency means the concentration at half of the fitted maximal effect; nearly all actives have a fitted effect of over 40% in size
ATXN2 expr inh = Primary qHTS for Inhibitors of ATXN expression; Potency, µM (top dose mostly 57 µM), inactives show top-dose activity change, negative = inhibition, hits mostly inhibitors; HEK-293 ATXN2-luciferase reporter, luminescence, 24 h; 360,000 compounds, 0.72% hits; AID 1745845, 2022; further: potency means the concentration at half of the fitted maximal effect; on the % scale 0 is the no-effect control and ±100 the full control effect; nearly all actives have a fitted effect of over 55% in size
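ATXN2-luciferase reporter cells (luciferase flanked by upstream and downstream ATXN2 gene portions) were treated 24 h at 37 °C with compounds at up to 57 uM. SteadyGlo luminescence gave expression; GF-AFC fluorescence gave viability.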
Active calls of the source: *; i = inactive; ? = inconclusive; . = not tested or not shown; [ ] = dose if it differs, or a comment. Unless noted, the call rests on the fitted dose curve; in most records, active means well fitted curve in the direction sought with a large enough effect; inconclusive means small, poorly fitted or top-dose-only effect, or another doubt; inactive means no such curve, though single readings can be large; an effect the other way counts as inactive or inconclusive. No enrichment for hits; overall some 8.8% were active at least once.

SMILES | A549 viability | TGFb SMAD3 inh | Nrf2 activator | Nrf2 block | MCF10A rerep | IL-1B inflam inh | HepG2 tox | S2 tox | ATXN2 expr inh
CN(CC(=O)Nc1ccc(N2CCOCC2)cc1)CC(=O)Nc1ccc(N2CCOCC2)cc1 | 0.6% | -0.1% | 1.9% | 12.1% | -1.2% | ? | 2.8% | i | .
O=C(Nc1ccncc1)c1ccc2ncsc2c1 | -0.3% | 2.9% | 3.7% | -1.3% | -0.2% | -16.7 | 0.0% | i | 7.8%
COc1ccc(NS(=O)(=O)c2ccc3c(c2)CCN3C(=O)CCC(=O)O)cc1OC | -0.2% | 0.0% | -0.8% | 24.3% | 0.8% | -6.9 | 4.2% | i | 33.3%
Cc1ccc(S(=O)(=O)Nc2nc(CN3CCOCC3)nc3sc(C(=O)O)c(C)c23)cc1 | . | 2.5% | 0.1% | . | . | 0.8 | -51.4% | i | .
CCC(C)C(CO)NCCCn1ccc(NC(=O)OCc2ccccc2)nc1=O (stereo not given) | . | -3.5% | -2.0% | . | . | 6.4 | -0.3% | i | -22.6%
O=C1c2cccnc2C(=O)N1Cc1ccc(S(=O)(=O)N2CCN(c3ccc(Cl)cc3)CC2)cc1 | -14.2% | 3.2% | -0.5% | -17.4% | -18.6% | 12.3 | 6.8% | ? | ?
Cc1ccc2c(=O)cc(C(=O)Nc3nnc(C)s3)oc2c1 | 7.5% | 1.3% | 4.3% | -10.0% | . | . | -3.8% | i | 9.4%
COc1ccc(Cl)cc1NC(=O)Cn1c(=O)n(Cc2ccco2)c(=O)c2ccc(C(=O)NC3CCCC3)cc21 | 0.1% | -3.0% | 0.2% | 2.3% | . | . | -2.0% | i | 7.1%
C=CC[C@@H](CC(=O)N(CCO)Cc1ccccc1)C(=O)N[C@H](COC(=O)[C@@H](CC=C)CC(=O)OC(C)(C)C)Cc1c[nH]c2ccccc12 | ? | 12.6µM* | -4.6% | ? | 10.3µM* | -55.7* | -42.8% | . | ?
Nc1nonc1-n1nnc(C(=O)N/N=C/c2ccccc2)c1CSc1ccc(Cl)cc1 | 1.7% | 0.0% | -0.4% | -17.5% | ? | 15.5 | -0.4% | i | 5.3%
Cc1cccc(C(=O)NCN2CCN(c3ccccc3C#N)CC2)c1 | 1.0% | 23.1% | -0.7% | -12.9% | -1.8% | 4.7 | 2.6% | ? | 3.2%
O=C1CCSc2ccc(Cl)cc2N1Cc1cccc(Cl)c1 | 0.6% | -22.8% | 0.3% | . | ? | 13.0 | 5.0% | i | -24.1%
Cc1ccc(C)c(CN2C(=O)c3ccccc3S(=O)(=O)c3ccc(C(=O)OCC4CCCO4)cc32)c1 (stereo not given) | -1.1% | -21.5% | 0.0% | -15.3% | . | . | -2.5% | ? | -6.4%
CC[C@]12c3[nH]c4cc(CCC(=O)N(C)C)ccc4c3CCN1C(=O)[C@@H](CC(=O)NCCCOC)C[C@@H]2C(=O)N1CCN(C(=O)c2ccco2)CC1 | 0.3% | 0.5% | 0.5% | 7.9% | -2.3% | 0.7 | -4.8% | i | 4.7%
O=C(NCCc1ccc(Cl)cc1)C1CCC(=O)N1Cc1ccc(F)cc1 (stereo not given) | -6.4% | -2.7% | 0.5% | 12.0% | 7.3% | -15.3 | -1.9% | i | -10.2%
Cc1ccc(N2CC(NC(=O)c3cc4ccccc4o3)CC2=O)cc1 (stereo not given) | 17.6% | 0.5% | 4.9% | . | . | . | 6.9% | . | .
CCOC(=O)c1sc(C)c2c(=O)n(Cc3ccc(Cl)cc3)cnc12 | 0.4% | 0.2% | 0.1% | 11.0% | 0.4% | 52.5 | 1.5% | i | 21.0%
C#CCOc1nc(C)cc(C)c1S(=O)(=O)c1ccccc1C | 4.9% | -0.3% | -0.5% | 1.1% | 6.1% | -55.9* | -20.5% | i | -3.3%
CCOC(=O)c1c(-c2ccc(OC)cc2)oc2ccc(OCc3ccc(Br)cc3)cc12 | 5.7% | -10.4% | 0.7% | 11.0% | . | . | -1.5% | i | 0.8%
CS(=O)(=O)N1CCN(C(=O)c2cc(-c3ccncc3)nc3ccc(Cl)cc23)CC1 | 1.9% | 24.6% | 5.3% | . | ? | -9.4 | -2.9% | i | 1.4%
CC(=O)c1cccc(NC(=O)c2cc3sc(Cl)cc3n2C)c1 | -3.5% | 6.5% | 3.9% | ? | . | . | -16.2% | ? | 0.3%
Cc1ccc(-n2c(-c3c(-c4ccccc4)noc3C)n[nH]c2=S)cc1 | -5.1% | 4.5% | -0.4% | 4.2% | -0.5% | 5.6 | -14.7% | i | 4.9%
O=C(Nc1ccccc1F)c1ccc(CN2CCN(c3ccccc3)CC2)cc1 | 0.3% | -20.7% | 0.4% | ? | ? | -14.0 | -41.0% | ? | -25.7%
O=C(COC(=O)c1cc(=O)[nH]c(=O)[nH]1)NCc1ccccc1 | 0.1% | 1.6% | -0.1% | 2.8% | -1.3% | 16.3 | 3.5% | i | 10.9%
c1ccc(-c2ccc(-c3ccccn3)s2)nc1 | -7.1% | -1.1% | ? | ? | 7.0% | 2.9 | -33.6% | i | 68.7%[activator]
COc1ccc(CCC(N)=O)cc1OC | 8.7% | 0.1% | 0.1% | . | 1.3% | -14.1 | -6.9% | i | -24.1%
c1cc(-c2nn[nH]n2)ccc1CN1CCCCC1 | 0.7% | ? | 0.6% | ? | 6.5% | 6.6 | -72.7% | i | 2.3%
O=C(NC1CC(=O)N(c2ccccc2)C1)C1CCCCC1 (stereo not given) | 1.2% | 8.9% | -0.9% | . | . | . | 1.3% | . | .
CCOC(=O)c1ccc(NC(=S)Nc2ccc3[nH]c(=O)[nH]c3c2)cc1 | 2.9% | 10.6% | -0.7% | 6.4% | -18.0% | 3.1 | 22.9% | i | 0.8%
COc1cc(COc2ccc3c(C)c(CCC(=O)O)c(=O)oc3c2)cc(OC)c1OC | -10.0% | -25.1% | 0.7% | -2.2% | -1.3% | 17.6 | -23.8% | i | 6.4%
Cc1cc(C(=O)CC#N)c(C)n1-c1c(C)n(C)n(-c2ccccc2)c1=O | 3.8% | 18.6% | -0.2% | 4.1% | -23.7% | -10.3 | 5.7% | i | 3.2%
CC1(C)C2CCC(C2)C1(C)NC(=O)CN1CCCC1 (stereo not given) | -1.7% | -6.3% | -0.3% | 2.8% | 2.9% | 2.9 | 8.2% | i | -11.4%
Cc1ccc(CN(C)C(=O)c2cc(S(=O)(=O)N3CCOCC3)ccc2F)o1 | -2.4% | -12.5% | 2.4% | 9.4% | 1.0% | 1.4 | -24.2% | i | -12.3%
CCOC(=O)C1=CCN(S(=O)(=O)c2ccccc2Br)C1c1ccccc1 (stereo not given) | . | ? | 4.3% | . | . | 49.4 | -15.3% | i | -17.2%
O=C1c2ccccc2C(Nc2cccnc2)N1Cc1ccccc1Cl (stereo not given) | 4.7% | ? | -0.7% | 0.0% | 1.4% | 32.0 | -7.0% | i | 5.5%
COc1ccccc1NC(=O)Nc1nc(C(N)C(C)C)cs1 (stereo not given) | . | ? | 9.1% | . | . | -26.8 | -1.5% | i | ?
Cc1nnc(N(C)C(=O)c2ccc3c(c2)OCO3)s1 | 5.5% | -1.7% | -0.2% | 10.3% | -1.8% | -15.4 | -2.7% | i | 4.8%
C=CCC[C@H](Cc1ccc(F)cc1)C(=O)OC[C@H](Cc1c[nH]c2ccccc12)NC(=O)[C@H](CC=C)CC(=O)NCCO | -4.2% | ? | -2.6% | -21.1% | ? | ? | -21.0% | ? | ?
COc1cccc(C(c2c(NC(=O)c3ccccc3)sc(C)c2C)N2CCN(C)CC2)c1 (stereo not given) | -15.8% | -10.8% | -0.6% | ? | 12.6% | -21.0 | 2.6% | ? | -19.4%
Cc1ccccc1NC(=O)Cc1nc(COC(=O)Cc2cccc(C(F)(F)F)c2)cs1 | . | -3.9% | 0.6% | . | . | 15.5 | -7.9% | i | .
CC(=O)Oc1ccc(Cn2cnc3cc4ccccc4cc32)cc1 | 2.1% | 14.5% | -0.9% | 4.3% | -83.1%[0.0737 µM] | 4.6 | 27.4% | i | 1.1%
COc1ccc(CCN(Cc2cccs2)S(=O)(=O)c2ccc(S(=O)(=O)N(C)C3CCCCC3)cc2)cc1OC | -1.4% | -14.0% | -1.4%[9.22 µM] | -3.2% | 3.1% | 13.3 | 0.1% | i | -7.9%
Cc1noc(C)c1S(=O)(=O)Nc1ccccc1Cl | 2.5% | -6.5% | 0.1% | -8.0% | -3.5% | 1.4 | -14.6% | i | .
Cc1cc(C)c2c(c1)/C(=N/Nc1ccc(S(N)(=O)=O)cc1[N+](=O)[O-])CCC2 | 13.9% | -14.4% | 0.3% | 7.5% | 2.31µM* | 26.3 | -12.8% | i | .
NC(=O)C1=C[C@H](c2ccc3c(c2)OCO3)C[C@H](OCc2ccc(CO)cc2)O1 | -1.4% | 1.7% | 2.4% | 26.9% | 43.9% | -8.7 | -14.8% | i | 36.9%[activator]

Complete entries, looked up by structure. Order of screens: A549 viability | TGFb SMAD3 inh | Nrf2 activator | Nrf2 block | MCF10A rerep | IL-1B inflam inh | HepG2 tox | S2 tox | ATXN2 expr inh
COc1ccc(CCN(Cc2cccs2)S(=O)(=O)c2ccc(S(=O)(=O)N(C)C3CCCCC3)cc2)cc1OC is listed with -1.4% | -14.0% | -1.4%[9.22 µM] | -3.2% | 3.1% | 13.3 | 0.1% | i | -7.9%
NC(=O)C1=C[C@H](c2ccc3c(c2)OCO3)C[C@H](OCc2ccc(CO)cc2)O1 is listed with -1.4% | 1.7% | 2.4% | 26.9% | 43.9% | -8.7 | -14.8% | i | 36.9%[activator]
Cc1cc(C)c2c(c1)/C(=N/Nc1ccc(S(N)(=O)=O)cc1[N+](=O)[O-])CCC2 is listed with 13.9% | -14.4% | 0.3% | 7.5% | 2.31µM* | 26.3 | -12.8% | i | .
